DNMT1 inh: blocks human DNA methyltransferase DNMT1. 0.83% of 360,000 active. P26358. inhibition (reported as % activation of signal), % at 10 µM. AID 588458. DNMT1 molecular beacon, Hinp1I cleavage, fluorescence; in the data active means inhibition above about 50%
Scp-1 inhibitor: blocks human Scp-1 phosphatase activity | Q9GZU7 | Recombinant Scp1, phosphopeptide, malachite green phosphate absorbance | inhibition, % at 20 µM | 0.88% of 340,000 active | AID 493091;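 active means inhibition above about 50% at 20 µM, limit read from the data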;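 further: plate controls were DMSO wells with enzyme for no effect and wells lacking enzyme for full effect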
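Test system: SCP-1 phosphatase catalytic domain, residues 76-261 | Compound dosing: One concentration, 20 µM, with 1.0% DMSO | Schedule: 45 min room-temperature reaction, 5 min colour, 30 min stabiliser | Detection: Absorbance at 630 nm | Read-out basis: % inhibition of SCP-1 phosphate liberation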
Rpn11 block: inhibitors of human proteasome Rpn11; 0.59% of 360,000 active; human 26S proteasome, Ub4-pepOG fluorescence polarization; 20S core pre-blocked with epoxomicin; calls only at 20 µM; O00487;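 active means inhibition at 20 µM, scaled to each plate's controls, above about 33%, limit read from the data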
NadD block: inhibitors of Staphylococcus aureus NadD; AID 602399; purified NadD enzyme, colorimetric absorbance read-out; 0.78% of 360,000 active; inhibition, % at 20 µM; in the data active means inhibition above about 26%; further: some compounds past the cut are filed as inactive
SKN-1 inh: blocks SKN-1 activity in C. elegans. C. elegans VP596 Pgst-4::GFP/RFP ratio, acrylamide-induced, 24 h. inhibition, % at 21.8 µM. 0.49% of 360,000 active. AID 624304;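 active means interference check ratio from 0.5 to 1.5 plus GFP to RFP signal ratio inhibition reaching or exceeding a fixed threshold, cut at about 30% in these data, passing the limit was not always enough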; further: some compounds called inactive have numbers as strong as hits
NRP1-CendR mod: alters CendR peptide binding to human NRP-1; inhibition, % at 25 µM; 0.85% of 360,000 active; AID 602438; FAM-RPARPAR peptide binding to NRP-1, fluorescence polarization;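 active means inhibition or corrected inhibition above about 18%, plus a signal ratio from 0.5 to 1.5, limit read from the data, passing the limit was not always enough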; further: strong numbers were not always called active
Target sequence (O14786 whole entry, looked up): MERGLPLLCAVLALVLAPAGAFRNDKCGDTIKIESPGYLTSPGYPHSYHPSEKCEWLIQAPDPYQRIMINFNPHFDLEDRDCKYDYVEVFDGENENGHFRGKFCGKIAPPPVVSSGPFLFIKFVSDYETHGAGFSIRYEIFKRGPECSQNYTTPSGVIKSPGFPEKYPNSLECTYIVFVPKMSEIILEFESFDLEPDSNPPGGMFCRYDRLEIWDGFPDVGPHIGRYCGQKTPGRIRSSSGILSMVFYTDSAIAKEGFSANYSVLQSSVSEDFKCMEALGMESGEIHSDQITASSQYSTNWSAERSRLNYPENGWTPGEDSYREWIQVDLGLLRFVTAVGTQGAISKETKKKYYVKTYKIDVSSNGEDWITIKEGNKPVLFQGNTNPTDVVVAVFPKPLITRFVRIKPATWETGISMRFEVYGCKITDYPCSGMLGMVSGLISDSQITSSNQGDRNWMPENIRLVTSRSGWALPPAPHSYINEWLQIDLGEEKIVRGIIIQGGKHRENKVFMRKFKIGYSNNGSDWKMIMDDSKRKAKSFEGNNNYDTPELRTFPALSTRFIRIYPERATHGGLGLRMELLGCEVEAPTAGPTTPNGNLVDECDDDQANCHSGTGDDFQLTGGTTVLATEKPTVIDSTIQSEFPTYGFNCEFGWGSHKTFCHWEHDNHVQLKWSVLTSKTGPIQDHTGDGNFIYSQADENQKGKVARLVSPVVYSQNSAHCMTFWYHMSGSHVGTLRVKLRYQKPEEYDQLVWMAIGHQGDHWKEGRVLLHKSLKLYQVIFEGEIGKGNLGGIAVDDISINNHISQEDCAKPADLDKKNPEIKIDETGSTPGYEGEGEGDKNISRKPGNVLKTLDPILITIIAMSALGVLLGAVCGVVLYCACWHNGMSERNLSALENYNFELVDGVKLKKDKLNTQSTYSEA
MT1-MMP act inh: inhibitors of human MT1-MMP activation; HT1080 RFP-PRO-GFP cells, GFP/RFP ratio fluorescence, overnight; percent of plate control window, DMSO zero; 0.061% of 360,000 active; GFP/RFP ratio change, % at 20 µM; P50281;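 active means GFP/RFP ratio change of at least 30% with cell ATP level not reduced by more than half and red fluorescence within 50% of control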; further: strong numbers were not always called active
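Assay system – RFP-PRO-GFP reporter HT1080 cells · Compound dosing – single dose of 20 µM compound, 1% DMSO final · Incubation – overnight compound exposure at 37 °C · Measure – GFP/RFP fluorescence ratio · Benchmarks – DMSO wells and RFP-L50D-GFP cells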
LMPTP block: blocks human LMPTP phosphatase. P24666. recombinant LMPTP-A, OMFP fluorogenic substrate, fluorescence intensity. inhibition, % at 20 µM. 0.22% of 360,000 active. AID 651560;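 active means compounds that cut the enzyme signal by at least half of the control window in the single-dose screen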;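 further: plate controls were DMSO wells with enzyme plus substrate for no effect and substrate without enzyme for full effect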
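Test system: LMPTP-A phosphatase enzyme. Amount: LMPTP-A at 0.625 nM final in the reaction. Reagent: OMFP substrate, 400 µM final. Times: 50 min at room temperature. Signal: endpoint fluorescence intensity from OMFP dephosphorylation. Read-out basis: % inhibition. Benchmarks: no-enzyme and uninhibited controls.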
SUMO1 PPI mod: SUMO1-SIM interaction modulation; P63165; SUMO1 binding to a labelled peptide, TR-FRET, 1 h; inhibition, % at 20 µM; 0.33% of 360,000 active; AID 602429; in the data active means inhibition above about 37%
Target sequence (P63165 whole entry, looked up): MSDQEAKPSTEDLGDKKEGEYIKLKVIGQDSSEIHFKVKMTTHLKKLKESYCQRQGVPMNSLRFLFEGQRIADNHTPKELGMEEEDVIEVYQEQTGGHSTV
STEP block: inhibitors of human striatal-enriched phosphatase STEP; 0.25% of 360,000 active; inhibition, % at 20 µM; recombinant STEP, OMFP fluorogenic substrate, fluorescence; P54829;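 active means inhibition at 20 µM, scaled per plate between control wells, above about 37%, limit read from the data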;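 further: 0% = DMSO with enzyme and substrate and 100% = substrate only without enzyme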
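Assay system: isolated STEP enzyme. Buffer or medium: pH 6.0 Bis-Tris with DTT and Tween 20. Also added: fluorogenic phosphatase substrate OMFP at 25 µM final. Dosing: 20 µM, 1% DMSO. Timing: 20 min reaction, room temperature, in the dark. Measured by: fluorescence intensity, excitation 480 nm, emission 540 nm. Evaluation: normalized % inhibition.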
* marks the source's active call; other numbers are inactive results; i = inactive; . = no result given.

SMILES	DNMT1 inh	Scp-1 inhibitor	Rpn11 block	NadD block	SKN-1 inh	NRP1-CendR mod	MT1-MMP act inh	LMPTP block	SUMO1 PPI mod	STEP block
CCS(=O)(=O)N1CCCC(C(=O)NCc2ccccc2Cl)C1 (configuration not stated)	4	-7	i	-1	16	-9	1	-0.5	2	-4
Cc1cccc(C)c1NC(=O)CN(C)CC(=O)c1c(N)n(Cc2ccccc2)c(=O)n(C)c1=O	1	-3	i	-3	-2	-3	3	-0.5	-4	2
C=CCOc1ccc(/C=C2\SC(=S)N(N3CCOCC3)C2=O)cc1	18	-4	i	-2	7	0	1	0.0	3	3
COc1c(C=NNC(N)=O)c(OC)c(OC)c2c1CCO2	-1	-5	i	1	-6	-15	-1	-0.6	6	0
COc1ccccc1N1CCN(c2nc(C)nc3c2oc2ccccc23)CC1	-4	2	i	-3	-2	-4	-3	4.9	0	-2
Cc1cc(C)n(CC(C)NC(=O)c2cc(COc3c(F)cccc3F)on2)n1 (configuration not stated)	-3	-1	i	-3	-1	4	0	-0.7	1	-2
CCOC(=O)NC(NC(=O)OCC)C(=O)c1ccccc1	1	-4	i	-7	57	-1	-7	-1.5	2	-3
CCOC(=O)c1cc2c(nc1N)CCCC2	2	-4	i	0	6	10	3	-0.2	-3	-1
CCN(C[C@H]1N[C@@](Cc2ccccc2)(C(=O)OC)[C@H]2C(=O)N(C)C(=O)[C@@H]12)C(=O)c1ccc(C(C)(C)C)cc1	0	0	i	-1	-3	7	2	-0.5	9	-3
COc1ccccc1N1CCN(C(=O)Cn2nnc(-c3ccncc3)n2)CC1	-2	-1	i	-2	2	-2	8	-1.6	-1	-2
O=C(CCCCC(=O)OCC1CCCO1)OCC1CCCO1 (configuration not stated)	1	-10	i	2	4	14	2	-0.4	6	-1
O=C(Nc1ccc(F)cc1)Nc1ccc(N2CCCC2)c(S(=O)(=O)Nc2ccccc2Cl)c1	-3	-3	i	30*	7	3	-28	3.8	3	1
O=C(Nc1nnc(S(=O)(=O)Cc2ccc(F)cc2)s1)c1ccccc1F	1	5	i	-3	-11	-2	2	-0.3	-1	-4
CCOc1ccc2nc(SCC(=O)c3ccccc3)sc2c1	-2	-8	i	-7	-1	2	2	1.7	-2	2
N#Cc1cccc(-c2csc(C(O)c3ccco3)n2)c1 (configuration not stated)	-5	.	i	-1	-13	-11	0	-0.9	3	-3
Cc1c(NS(=O)(=O)c2ccc3c(c2)n(C)c(=O)n3C)c(=O)n(-c2ccccc2)n1C	1	-10	i	-4	5	-10	0	1.5	-2	0
O=c1[nH]ncc(N/N=C\c2cccs2)c1Cl	-1	-1	i	-3	8	6	6	-2.4	-7	-1
CN(C)S(=O)(=O)c1ccc(-c2ccccc2)cc1	-2	3	i	-4	0	8	1	0.9	5	3
COc1ccccc1C(=O)Nc1ccc(OCC(=O)N2CC(C)OC(C)C2)cc1 (configuration not stated)	27	-4	i	-6	24	-7	4	-1.5	4	-6
CCCC(NC(=O)C(C)Sc1nnnn1C1CC1)c1ccccc1 (configuration not stated)	0	-3	i	-5	-18	-9	-4	0.0	-1	-2
CCCCCCn1cc(CN2CC(N(C)CC)CS2(=O)=O)nn1 (configuration not stated)	.	.	.	-1	0	-2	3	-0.3	3	.
COc1ccc(Cl)cc1C(=O)NNC(=O)CCNC(C)=O	1	0	i	-2	-2	3	2	-1.1	1	0
COc1ccc([N+](=O)[O-])cc1NC(=O)C1CCCN1S(=O)(=O)c1cccs1 (configuration not stated)	3	-9	i	-3	6	11	7	-0.7	-20	1
Cc1c(-n2c(O)c(C3=c4ccccc4=NC3=O)sc2=O)c(=O)n(-c2ccccc2)n1C	3	-3	i	4	-1	-1	-4	0.8	0	7
N#Cc1cccc(NC(=O)Cc2ccccc2)c1	-1	-4	i	-3	3	3	-1	-1.4	2	0
The list goes on:
SMILES	DNMT1 inh	Scp-1 inhibitor	Rpn11 block	NadD block	SKN-1 inh	NRP1-CendR mod	MT1-MMP act inh	LMPTP block	SUMO1 PPI mod	STEP block
N#CCC(=O)N/N=C/c1cn(Cc2ccc3ccccc3c2)c2ccccc12	45	-4	i	25	0	-11	3	1.2	21	3
COc1ccccc1CN1CC(C(=O)NCCN2CCOC2=O)CCC1=O (configuration not stated)	0	-5	i	-3	1	-3	2	-0.4	3	-3
CCCCC#Cc1cncc(C(=O)N/N=C/c2ccccc2)c1	-1	3	i	-11	2	2	-5	0.0	-4	-1
COC(=O)NCC(c1ccc2c(c1)OCO2)N1CCN(c2ccccc2)CC1 (configuration not stated)	0	-1	i	-4	1	11	1	-0.1	-7	-1
CCOC(=O)N1CCN(c2nc(=S)n(-c3ccccc3)c(C)c2C(C)=O)CC1	0	-1	i	9	-3	-3	-1	-0.8	-2	-3
Cc1ccc(S(=O)OCC(=O)Nc2cc(Cl)ccc2N2CCOCC2)cc1 (configuration not stated)	0	-9	i	1	8	6	1	1.7	-2	2
Nc1nnc(-c2ccc([N+](=O)[O-])o2)s1	9	3	i	4	0	-3	-2	0.4	-27	1
CC(C)c1cc(=O)n2[nH]c(SCc3ccccc3Cl)nc2n1	2	-9	i	-1	23	7	-1	-1.2	8	6
O=C(NC1CCOC1)c1cc(COc2cccc(C(F)(F)F)c2)on1 (configuration not stated)	-7	-3	i	7	7	7	-1	-0.1	-3	-1
Cc1c(Cl)cccc1NC(=S)N(Cc1ccccc1)Cc1cccnc1	1	10	i	-7	8	-4	0	0.9	4	1
COc1ccc(S(=O)(=O)NCC(=O)Nc2ccc(F)cc2)cc1	49	0	i	-7	-3	13	2	-0.4	-4	4
Fc1ccc(-c2ccnc(=S)[nH]2)cc1	0	-5	i	-7	0	5	-1	0.5	-2	4
COc1ccc(N(CC(=O)NCc2cccs2)S(=O)(=O)c2cccc(C)c2)cc1	-1	-5	i	-7	14	-7	-2	-0.3	4	-1
CCOc1ccc(Cl)cc1-c1cc(C(=O)NCCOC)[nH]n1	3	.	i	0	-4	3	-1	-1.9	0	-1
CCc1cccc(CC)c1NC(=O)CSc1nnc(CCC(=O)O)c(=O)[nH]1	0	-3	i	-5	-3	4	1	-2.1	1	-3
COc1ccc(-c2cc(=O)c3cc(OC)c(OC)cc3[nH]2)cc1	10	0	i	-1	-4	15	0	-2.4	-3	0
CCNC(=S)N(CCO)Cc1cc2cc3c(cc2[nH]c1=O)OCO3	0	-1	i	-3	11	9	-5	-1.7	-1	0
C/C(=N\OC(=O)c1ccc(Cl)cc1)c1nccs1	1	-4	i	-9	0	-24	-1	0.1	-3	-3
Cc1ccc(O)c(-c2cc(-c3cccc(F)c3)n[nH]2)c1	-14	-3	i	-3	37*	8	7	2.7	3	-3
NC(=O)COc1ccc(C2c3c(oc4ccccc4c3=O)C(=O)N2CC2CCCO2)cc1 (configuration not stated)	0	-5	i	-4	-11	-1	3	-0.1	-6	-1
CCOC(=O)C1(Cc2cccc(Cl)c2)CCCN(C(=O)c2occc2C)C1 (configuration not stated)	-1	-7	i	-5	6	-6	-2	0.7	4	0
C=CCNC(=O)c1ccsc1N	.	.	.	.	45	12	-11	21	-3	.
Cc1cccc(NC(=O)Cn2c(O)c(N=NC(=O)c3ccncc3)c3ccccc32)c1	-1	-5	i	8	-5	2	8	1.6	-14	0
CC(C)Oc1ccc(Br)cc1/C=N\NC(N)=S	-2	9	i	4	8	3	6	-0.4	-5	-1
Cc1ccc(CNC(=O)c2ccc(N3CCC4(CC3)CC(c3ccccc3)=NO4)c(NC(=O)c3ccccc3)c2)cc1	-2	1	i	20	15	-16	-2	4.4	5	2

Part of the list above, set out differently:
mol: Cc1c(Cl)cccc1NC(=S)N(Cc1ccccc1)Cc1cccnc1
  DNMT1 inh = 1; Scp-1 inhibitor = 10; Rpn11 block = i; NadD block = -7; SKN-1 inh = 8; NRP1-CendR mod = -4; MT1-MMP act inh = 0; LMPTP block = 0.9; SUMO1 PPI mod = 4; STEP block = 1
mol: COc1ccc(S(=O)(=O)NCC(=O)Nc2ccc(F)cc2)cc1
  DNMT1 inh = 49; Scp-1 inhibitor = 0; Rpn11 block = i; NadD block = -7; SKN-1 inh = -3; NRP1-CendR mod = 13; MT1-MMP act inh = 2; LMPTP block = -0.4; SUMO1 PPI mod = -4; STEP block = 4
mol: Fc1ccc(-c2ccnc(=S)[nH]2)cc1
  DNMT1 inh = 0; Scp-1 inhibitor = -5; Rpn11 block = i; NadD block = -7; SKN-1 inh = 0; NRP1-CendR mod = 5; MT1-MMP act inh = -1; LMPTP block = 0.5; SUMO1 PPI mod = -2; STEP block = 4

New compounds follow.
SMILES	DNMT1 inh	Scp-1 inhibitor	Rpn11 block	NadD block	SKN-1 inh	NRP1-CendR mod	MT1-MMP act inh	LMPTP block	SUMO1 PPI mod	STEP block
Cc1ccc2c(c1)N(S(=O)(=O)c1cc(-c3cc(C)no3)ccc1C)CCO2	-2	-2	i	-9	9	11	1	3.1	3	2
O=C1CCCCC1Sc1nnc(-c2ccc3c(c2)OCO3)o1 (configuration not stated)	1	-1	i	-5	-3	-12	3	0.8	5	0
COCCNC(=O)c1onc(CSc2ccccc2)c1C(=O)NCCOC	7	18	i	1	11	-6	2	0.4	0	0
CCCCCNCC(=O)Nc1cccc(C(=O)Nc2cccc(C(F)(F)F)c2)c1	-12	-2	i	-15	15	5	-9	-2.6	2	-1
COc1ccc(/C=N/NC(=O)c2snnc2C)c(OC)c1OC	22	-9	i	-6	-9	-2	1	-2.3	-2	4
COC(=O)CN1C(=O)[C@H]2[C@@H](/C=C/c3ccccc3)N3C(=O)CN(CC4CC4)C(=O)[C@@]3(Cc3ccccc3)[C@H]2C1=O	6	2	i	6	10	10	-2	-2.7	1	0
CN1C(C(=O)NCCc2cccs2)CC2Cn3c(nc4cc5ccccc5cc43)C21 (configuration not stated)	3	-3	i	2	6	-14	4	-0.8	-14	-2
COc1ccc(N2CCN(C(=O)CN(C3CCCCC3)S(C)(=O)=O)CC2)cc1	-2	-2	i	-6	1	-10	1	-0.1	1	-1
CC(C)(C)c1ccc(CC(=O)N2CCC2(C)C(=O)Nc2cccc3c2CCCC3)cc1 (configuration not stated)	-9	.	i	-3	10	4	4	8.2	7	1
Cc1ccc(CCNS(=O)(=O)c2ccc3c(c2)N(C)CCO3)cc1	-2	3	i	0	-1	7	-3	-0.1	4	-2
O=C(N/N=C/c1cccc(O)c1)c1ccc(NC(=O)C2CCCCC2)cc1	-4	5	i	-2	-3	-6	4	0.8	1	11
Cc1nc2ccc(Cc3ccc4nc(C)[nH]c4c3)cc2[nH]1	1	3	i	-3	-1	14	0	7.0	-1	-2
O=C(NCC1CC1)c1cccc2c1C(=O)c1ccc(N3CCCC3)cc1S2(=O)=O	3	1	.	-5	26	-126	-80	2.9	-57	-2
O=[N+]([O-])c1ccc(Nc2ccc(F)cc2)nc1	5	-3	i	-6	16	6	4	-1.2	-25	1

Assay outcomes deposited in PubChem BioAssay by Sanford-Burnham Center for Chemical Genomics.
